# From PubChem BioAssay
# TRPV1 ag = human TRPV1 agonism; Q8NER1; TRPV1-expressing cells, Fluo-8 calcium influx, agonist mode; activation, % at 8.33 µM; 320,000 tested, 0.19% active; in the data active = activation above about 80%; inconclusive = between about 30% and that limit; note: 0% is about no effect
# Target sequence (Q8NER1 whole entry, looked up): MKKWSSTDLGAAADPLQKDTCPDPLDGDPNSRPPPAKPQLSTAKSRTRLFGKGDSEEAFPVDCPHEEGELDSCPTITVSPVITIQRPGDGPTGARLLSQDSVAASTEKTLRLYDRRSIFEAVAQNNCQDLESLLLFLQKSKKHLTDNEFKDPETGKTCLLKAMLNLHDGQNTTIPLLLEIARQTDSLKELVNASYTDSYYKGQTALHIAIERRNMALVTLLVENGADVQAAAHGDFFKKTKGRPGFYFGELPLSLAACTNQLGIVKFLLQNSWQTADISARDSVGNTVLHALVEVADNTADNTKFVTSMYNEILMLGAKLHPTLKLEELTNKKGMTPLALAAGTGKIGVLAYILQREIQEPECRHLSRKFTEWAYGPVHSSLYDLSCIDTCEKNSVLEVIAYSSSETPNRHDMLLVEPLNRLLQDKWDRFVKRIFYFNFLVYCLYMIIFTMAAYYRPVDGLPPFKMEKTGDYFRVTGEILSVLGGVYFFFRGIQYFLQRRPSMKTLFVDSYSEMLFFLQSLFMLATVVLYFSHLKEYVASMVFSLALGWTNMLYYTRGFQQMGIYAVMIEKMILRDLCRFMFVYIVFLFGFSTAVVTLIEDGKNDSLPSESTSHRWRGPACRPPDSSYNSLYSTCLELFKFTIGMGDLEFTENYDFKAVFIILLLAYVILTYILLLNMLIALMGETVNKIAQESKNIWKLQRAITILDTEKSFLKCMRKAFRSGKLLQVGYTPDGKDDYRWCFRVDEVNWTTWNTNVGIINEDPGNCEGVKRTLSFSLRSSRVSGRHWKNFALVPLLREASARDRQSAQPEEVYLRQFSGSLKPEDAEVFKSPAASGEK
#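 Cells expressing TRPV1 were dye-loaded with Fluo-8 and read kinetically: 10 s baseline, 3 min after compound (agonist portion), then 2 min after EC20 capsaicin (allosteric enhancer portion). Calcium-bound dye fluorescence at 480/520 nm.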
# GALK inh = galactokinase (human) inhibition; Potency, µM (highest dose often 57.5 µM), without a hit: at the top dose activity change, negative = inhibition, usual class: inhibitors; AID 1868; 270,000 tested, 0.007% active; Purified GALK, Kinase-Glo residual ATP luminescence; P51570; note: potency is the fitted concentration of half-maximal effect; % is set by controls: 0 for no effect and ±100 for the full control effect
#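 Kinase-Glo Plus luminescence measured ATP left after a 1 h room-temperature reaction. The reaction used 5 nM GALK, 100 uM galactose and 35 uM ATP at pH 8.0 (20 mM HEPES, 5 mM MgCl2, 60 mM NaCl, 1 mM DTT, 0.01% BSA).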
# CXXC DNA block = inhibitors of human MLL CXXC domain-DNA interaction; MLL-CXXC / FITC-HOXA9 DNA fluorescence polarization; Potency, µM (series often up to 115 µM), for the others: at the highest dose activity change, negative = inhibition, usual class: inhibitors; 290,000 tested, 0.037% active; AID 2662; Q03164; active = well fitted inhibition curve with a large enough effect in the polarisation, with a control signal flat, not every such curve was filed as active; inconclusive = small, poorly fitted or top-dose-only effect, or effect the other way, or a change in a side signal; inactive = no such curve, though single readings can be large or run the other way; the % refers to the polarisation; note: potency is the fitted concentration of half-maximal effect
#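 Fluorescence polarization: 7 uM MLL-CXXC (stock) preincubated 5 min with compounds, then 50 nM fluorescein-HOX-A9 DNA (stock) added; 30 min ambient. Buffer 50 mM Tris-HCl pH 7.5, 50 mM NaCl, 1 mM DTT, 0.05% BSA.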
# MBNL1 CUG block = blocks human MBNL1 binding to CUG repeat RNA | Q9NR56 | TR-FRET MBNL1-His/biotin-(CUG)12 binding, 665/545 ratio | Potency, µM (top dose mostly 57.5 µM), without a hit: at the highest dose activity change, negative = inhibition, most hits filed as inhibitors | 280,000 tested, 0.036% active; active = well fitted inhibition curve with a large enough effect in the signal ratio, with a control signal flat, not every such curve was filed as active; inconclusive = small, poorly fitted or top-dose-only effect, or effect the other way, or a change in a side signal; inactive = no such curve, though single readings can be large or run the other way; the % refers to the signal ratio; note: potency is the fitted concentration of half-maximal effect; % is set by controls: 0 for no effect and ±100 for the full control effect
#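 Compounds (final 92 nM to 58 uM) are added to His-tagged MBNL1 and biotin-(CUG)12, then terbium anti-His antibody and streptavidin-XL665 (5 nM final). After 60 min at room temperature, the 665/545 nm ratio is read.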
# KCNH2 WT inh = KCNH2 (human, wildtype) channel inhibition; Q12809; U2OS, BacMam KCNH2, thallium flux FluxOr; active compounds read low; activity change, % at 1.84 µM; 340,000 tested, 0.37% active; AID 720551;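 active = maximum activity change below -70%; inconclusive = maximum activity change between -70% and -50%; inactive = maximum activity change above -50%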; note: % is set by controls: 0 for no effect and ±100 for the full control effect
#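 U2OS cells were transduced with wild-type KCNH2 virus (2.03 x 10^8 / mL) for 4 h at room temperature, then cultured overnight at 37 C. Thallium flux was read with FluxOr dye. Rate constants were normalized to DMSO controls.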
# a7 integrin act = integrin-mediated muscular dystrophy alleviation activation; alpha7betagal myoblasts, beta-gal FDG fluorescence, 48 h; Potency, µM (titrated, usually from 38.3 µM), for the others: at the top dose activation, actives largely listed as activators; 350,000 tested, 0.064% active;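 note: potency is the fitted concentration of half-maximal effect; 100% = response of the positive control SU9516; nearly all actives have a fitted effect of over 60% in size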
#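 alpha7betagal+/- myoblasts (passage 13, 250/well) treated 48 h at 37C with compounds at 1:260 dilution of DMSO stock. Lysed, then beta-galactosidase activity read as FDG fluorescence (ex 480/em 540) after 30 min, with pre-read for autofluorescence.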
# ASM inhibitor = human S-ASM enzyme inhibition; P17405; placental ASM, HMU-PC fluorogenic substrate, 60 min; Potency, µM (titrated, usually from 57.5 µM), for inactives: at the highest dose activity change, negative = inhibition, actives largely listed as inhibitors; 340,000 tested, 0.006% active; AID 504937; note: potency is the fitted concentration of half-maximal effect
#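 qHTS format. ASM enzyme prepared from human placenta hydrolyses the fluorogenic substrate HMU-PC0 (9 uM final) over 60 min at 37 °C after a 10 min compound preincubation.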
# FBPA coupling cs = coupling enzyme interference in Giardia aldolase counter-screen. coupling enzyme system counterscreen, AmpLite Red fluorescence. activity change, negative = inhibition, % at 58.2 µM, hits read low. 290,000 tested, 0.67% active; in the data active = activity change below about -30%; note: % is set by controls: 0 for no effect and ±100 for the full control effect
#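 Counterscreen lacking aldolase: glyceraldehyde-3-phosphate coupling-enzyme reagent preincubated 10 min at RT with compound (at 57.5 uM final), then substrate/coupling system with AmpLite Red added; fluorescence read at 525/598 nm after 20 min RT.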
# KCNH2 3.1 inh = inhibitors of human KCNH2 3.1 potassium channel isoform | U2OS KCNH2 3.1, thallium flux FluxOr; active compounds read low | activity change, % (tested at about 1.8 µM) | 340,000 tested, 0.95% active | AID 720553;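 active = maximum activity change below -70%; inconclusive = maximum activity change from -70% to -50%; inactive = maximum activity change above -50%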;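 note: thallium influx rate constant from kinetic fluorescence after stimulation buffer; % is set by controls: 0 for no effect and ±100 for the full control effect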
#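 Thallium flux via FluxOr fluorescence (Red40 quencher, 45 min loading) in U2OS cells virally expressing the KCNH2 3.1 isoform (1.77 x 10^8 /mL virus, overnight at 37 C). Rate constants from 2-min kinetic reads post-stimulation, normalised to positive and negative controls.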
# AT treatment = candidate therapy for ataxia-telangiectasia. […] A-T fibroblasts, KAP-1 phosphorylation AlphaLISA; neocarzinostatin DNA damage 30 min before lysis. Potency, µM (doses to about 57.5 µM), for inactives: at the highest dose activation, hits mostly activators. 320,000 tested, 0.19% active; note: potency is the fitted concentration of half-maximal effect; % of control where 0% means no effect; nearly all actives have a fitted effect of over 45% in size
#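 ATM-like activity read as KAP-1 phosphorylation via AlphaLISA donor/acceptor antibody pairs after lysis and 6 hr at 25C. Cells were ATM-null patient fibroblasts ([…], hTERT), dosed 60 min, then exposed to the DSB inducer NCS for 30 min.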
# The depositor's hits bear a star; i = inactive; ? = inconclusive; / = no result given; [ ] = dose if it differs, or a comment. Unless noted, calls come from the whole dose curve; as a rule, active = well fitted curve in the direction sought with a large enough effect; inconclusive = small, poorly fitted or top-dose-only effect, or another doubt; inactive = no such curve, though single readings can be large; an effect the other way counts as inactive or inconclusive.
SMILES,TRPV1 ag,GALK inh,CXXC DNA block,MBNL1 CUG block,KCNH2 WT inh,a7 integrin act,ASM inhibitor,FBPA coupling cs,KCNH2 3.1 inh,AT treatment
C[C@]12CCC3C(CC[C@H]4CC(O)CC[C@]34C)C1CC/C2=N/O (stereo not given in full),-3,-4%,17%,-1%,0,24%,2%,3,0,-2%
O=C(NC(=S)Nc1cccc2c(O)cccc12)c1cccc(Br)c1,-4,-1%,20%,3%,-5,-25%,-18%,-17,-44,1%
C=CCn1c(SCC(=O)NC2(C)CCS(=O)(=O)C2)nc2ccccc21 (stereo not given),/,/,/,/,-6,3%,1%,/,-10,1%
O=[N+]([O-])c1ccc(N2CCCCC2)cc1NCCOc1ccccc1,2,1%,2%,/,0,23%,-16%,-1,-12,0%
Cc1cccc(-c2nc3ccccc3c(=O)n2NC(=S)N(C)C)c1,2,0%,-3%,-6%,17,6%,2%,5,17,0%
Cc1ccccc1NC(=O)COC(=O)c1ccc2c(c1)OCCO2,0,/,/,/,-2,6%,-2%,/,-15,7%
Cc1cccc(CNC(=O)Cn2ccc3cc(S(=O)(=O)N4CCCC4)ccc32)c1,15,-1%,4%,0%,-9,-33%,-2%,-2,1,5%
CN(C)S(=O)(=O)c1ccc(C(=O)N(c2ccccn2)c2ccccn2)cc1,-2,-1%,-1%,-4%,-10,2%,5%,-2,11,/
CC1(C)CC(=O)C2=C(C1)Oc1ncn(CCCO)c(=N)c1C2c1ccccc1 (stereo not given),-1,4%,0%,-18%,-6,18%,5%,-1,-11,7%
C=C(C)C(=O)OCC(=O)NCc1ccccc1,1,1%,-9%,0%,-5,-14%,2%,1,6,-8%
COc1ccc(OCC(=O)N2CCN(S(=O)(=O)c3ccc(Cl)s3)CC2)cc1,?,/,/,/,-13,?,-2%,/,21,-7%
CCOC(=O)CN=C(NS(=O)(=O)c1ccc(Cl)cc1)c1ccccc1,2,0%,-8%,-1%,-4,12%,5%,5,14,1%
O=C(NCCCCc1ccccc1)c1cccc(Br)c1,18,8%,-3%,-4%,-2,2%,3%,0,8,3%
CN(C)c1ccc(/C=C/C(=O)c2cccnc2)cc1,85*,1%,?,?,-21,11%,-2%,-3,-10,-23%
Cc1ccc(S(=O)(=O)NNC(=S)Nc2ccccc2)cc1,2,-2%,-2%,4%,2,-25%,-1%,1,22,1%
Cn1cc(Cl)nc1C(O)c1ccccc1 (stereo not given),-6,0%,10%,-2%,5,20%,-3%,2,1,-4%
CCc1ccc2nc(N(CCCN(C)C)C(=O)c3ccc(S(=O)(=O)N4CCc5ccccc5C4)cc3)sc2c1,5,3%,-1%,8%,14,-45%[inhibitor],-22%,/,-29,7%
CC1CC(C)CN(S(=O)(=O)c2ccc3c(c2)oc(=O)n3CC(=O)N2CCOCC2)C1 (stereo not given),1,2%,4%,-5%,2,7%,-1%,-3,-3,14%
CCCCNC(=S)N1CCn2cccc2C1c1ccc(F)cc1 (stereo not given),?,8%,4%,/,-11,-31%,2%,0,-8,3%
COc1ccc(C2C(C(=O)c3cc4cccc(OC)c4o3)=C(O)C(=O)N2CCCN(C)C)cc1OC (stereo not given),2,6%,-3%,-5%,/,/,/,1,/,10%
COC(=O)c1ccc(Cn2cc(Cl)cn2)o1,/,0%,1%,/,-4,9%,0%,7,1,-4%
O=C(c1cc(F)c(F)cc1Cl)N1CCN(CCc2ccccc2)CC1,3,-2%,17%,2%,29,-5%,2%,-2,-1,-11%
COc1cc2c(cc1OC)C1O[C@](c3ccsc3)(C2)Oc2cc(-c3ccccc3)oc(=O)c21,i,/,-1%[23 µM],-9%[11.5 µM],/,/,/,-1,/,1%[11.5 µM]
CC(CC(=O)N1CCc2ccccc21)n1cccn1 (stereo not given),6,-1%,8%,-3%,3,?,0%,1,0,2%
COc1ccc(OC)c2c(C)c(C)[nH]c12,10,-2%,1%,18%,10,12%,-3%,-7,18,4%

# Quoted from the entries so far for reference:
SMILES,TRPV1 ag,GALK inh,CXXC DNA block,MBNL1 CUG block,KCNH2 WT inh,a7 integrin act,ASM inhibitor,FBPA coupling cs,KCNH2 3.1 inh,AT treatment
COc1cc2c(cc1OC)C1O[C@](c3ccsc3)(C2)Oc2cc(-c3ccccc3)oc(=O)c21,i,/,-1%[23 µM],-9%[11.5 µM],/,/,/,-1,/,1%[11.5 µM]
CC(CC(=O)N1CCc2ccccc21)n1cccn1 (stereo not given),6,-1%,8%,-3%,3,?,0%,1,0,2%
COc1ccc(OC)c2c(C)c(C)[nH]c12,10,-2%,1%,18%,10,12%,-3%,-7,18,4%

# Carrying on.
SMILES,TRPV1 ag,GALK inh,CXXC DNA block,MBNL1 CUG block,KCNH2 WT inh,a7 integrin act,ASM inhibitor,FBPA coupling cs,KCNH2 3.1 inh,AT treatment
CCOc1ccc2c(c1)OC(c1ccccc1)(C(F)(F)F)NC2=O (stereo not given),1,3%,7%,-8%,-4,15%,3%,0,-1,4%
O=C(CCc1nc2ccccc2c(=O)[nH]1)OCC(=O)c1cccc(Cl)c1,-1,-3%,4%,?,-3,-15%,-1%,1,5,4%
COC(=O)c1sc2ccccc2c1NC(=O)c1ccc(S(=O)(=O)N2CCC(C)CC2)cc1,-1,0%,8%,4%,4,16%,-3%,0,0,2%
Cc1nc2ccccc2n1CCOc1ccc(F)cc1,?,-1%,-2%,1%,1,-28%,-6%,3,7,6%
Cc1ccc(Oc2ncccc2CO)cc1,0,1%,5%,-7%,0,13%,-1%,0,-13,10%
Clc1cncc(Cl)c1NNc1c2ccccc2nc2ccccc12,9,-1%,0%,-7%,-5,12%,i,4,10,0%
Cc1cc(C)cc(OCC(=O)OCC(=O)c2cc(C)n(C3CC3)c2C)c1,-1,2%,-2%,2%,2,8%,-4%,-1,2,-2%
CC1CCN(C(=O)CSc2nnc(N)s2)CC1,-3,-8%,0%,-5%,-24,-2%,1%,/,13,34%
CCc1ccc(N=Nc2ccc(O)c3[nH]cnc23)cc1,10,/,/,/,-35,-16%,-14%,/,-10,-11%
CC(C)CC(C(=O)OCC(=O)N1CCN(c2ccccc2)CC1)N1C(=O)c2ccccc2C1=O (stereo not given),/,/,/,/,6,11%,-4%,/,-20,/
O=Nc1c(O)[nH]c2ccc(Cl)cc12,-4,0%,-3%,?,-11,8%,2%,1,-1,-2%
Cc1cc(O)c(C2=Nc3ccccc3SC(c3ccc(Cl)cc3)C2)c(=O)o1 (stereo not given),?,1%,0%,/,-2,-21%,-3%,0,-3,3%
COc1ccc2oc(C(=O)OCC(=O)Nc3ccc(OC)c(S(N)(=O)=O)c3)c(C)c2c1,0,/,/,/,-5,-10%,?,/,7,-2%
CCOC(=O)n1c(=O)[nH]c2ccc(Br)cc21,-8,-2%,-2%,1%,5,15%,4%,-1,-3,0%
Cc1ccc2c(C)c(C(=O)N(C)Cc3ccncn3)oc2c1C,12,6%,4%,-5%,23,-62%[inhibitor],3%,/,2,11%
CN1CCN(C(=O)c2ccc3c(c2)NC(=O)/C(=C/c2ccccc2)S3)CC1,-6,-1%,22%,?,1,-41%,-5%,4,-1,-5%
CC(=O)Nc1ccc(Nc2cc(C)nc3c(-c4ccc(Cl)cc4)c(C)nn23)cc1,-1,1%,-18%,45%[activator],5,-19%,41%[activator],-1,-15,?
COC(=O)Nc1nnc(-c2ccncc2)s1,1,3%,14%,6%,-9,13%,40%[activator],3,-7,9%
CCN1CCCC1CNC(=O)Cn1cccc1C(=O)c1ccccc1C (stereo not given),-2,-1%,11%,-13%,62,3%,-2%,1,-1,2%
CCOc1ccc(NC(=S)N(CCc2c(C)[nH]c3ccc(C)cc23)Cc2cccnc2)cc1,-1,/,35%[activator],-14%,30,9%,-11%,-1,-3,2%
COc1ccc(-n2c(=S)[nH]c3ccccc32)cc1,8,5%,-17%,15%,2,-9%,-1%,3,3,/
O=C1CN(C(=O)c2ccccc2)C(c2ccccc2)c2cc(Cl)ccc2N1 (stereo not given),-4,1%,-2%,0%,1,0%,2%,2,3,-2%
O=C(c1ccccc1F)N(Cc1ccccc1)Cc1ccccc1,17,-1%,-7%,5%,4,10%,-2%,7,18,-6%
CCOc1ccc(CNC(=O)c2ccc3nc(N4CCOCC4)sc3c2)cc1,0,/,11%,-4%,-2,3%,16%,1,3,-10%
Clc1ccc(-c2nnc(-c3ccccc3)o2)cn1,26,0%,16%,1%,-17,?,-3%,0,-5,-1%
CCC(NS(=O)(=O)c1ccc2c(c1)NC(=O)C(C)C(=O)N2)c1cccs1 (stereo not given),-2,/,/,-16%,-42,10%,0%,3,-7,-6%
Cc1ccc(NC(=O)CSc2nnc(CNC(=O)c3cccs3)o2)cc1,2,5%,-3%,-1%,15,12%,1%,-1,-14,-2%
